RmlC RmlD mix: RmlC/RmlD inhibition, mixture screen; RmlC/RmlD coupled enzyme inhibition, 384-well mixture HTS; hit rate 0.39% among 110,000; inhibition, % at 5.5 µM; in the data active means inhibition above about 30%, passing the limit was not always enough; further: strong numbers were not always called active
HIV RNase H inh: inhibitors of HIV-1 reverse transcriptase RNase H; RT-RNase H RNA/DNA duplex cleavage, fluorescence; P04585; hit rate 1.9% among 65,000; inhibition, % at 10 µM; in the data active means inhibition above about 50%
Active calls of the source: *; nt = not tested or not shown.

Structure | HIV RNase H inh | RmlC RmlD mix
CN(CC(=O)Nc1nc2ccccc2s1)S(=O)(=O)c1ccc(Br)cc1 | nt | -5
CCOC(=O)C1CCN(C(c2ccc(OC)c(OC)c2)c2sc3nc(C)nn3c2O)CC1 (centres undefined) | -7 | -4
CCCCC(=O)Nc1ccc(C(=O)N2CCN(c3ccccc3OC)CC2)cc1 | -9 | nt
CCn1c(=O)c([N+](=O)[O-])c(NCCc2ccccc2)c2ccccc21 | nt | -11
C=CCSc1nnc2c(n1)-c1cccc3cccc-2c13 | nt | 10
CCOC(=O)CSc1nc(-c2ccccc2)nc2ccc(F)cc12 | nt | 4
COc1ccc(NC(=O)c2cc3c(-c4ccc(OC)c(OC)c4)nn(C)c3s2)cc1OC | nt | 5
O=C(CCSCCC(=O)NCc1cccs1)NCc1cccs1 | 5 | 12
CC(=O)CCc1c(C)c2cc(C)ccc2[nH]c1=O | -6 | 1
CCn1c(SC(=O)NC2CCCCC2)nnc1-c1cccs1 | 0 | 40
CC1CN(Cc2ccc(C#N)cc2Cl)CC(C)O1 (centres undefined) | 12 | -8
Cc1nc(-c2ccc(Cl)cc2)sc1C1(C)CC(c2ccc(C#N)cc2)=NO1 (centres undefined) | nt | 8
Cc1cccc(N2CCN(C(=O)C3CCN(S(=O)(=O)c4cnc[nH]4)CC3)CC2)c1C | 0 | 4
CCS(=O)(=O)N1CCN(Cc2ccccc2OC)CC1 | 3 | -15
O=C(Oc1c(Cl)cc(Cl)c2cccnc12)c1cccs1 | nt | -14
Cc1ccc(-n2c3c(cc(C(=O)NC4CCSC4=O)c2=O)C(=O)CCC3)cc1 (centres undefined) | -4 | 10
CCOC(=O)CNC(=O)c1c(C)nn(-c2ccccc2)c1Cl | -10 | 10
CCN(CC)C(=O)C(Sc1ccccc1)c1ccccc1 (centres undefined) | nt | -6
O=C(c1ccc(S(=O)(=O)N2CCCCC2)cc1)N1CCN=C1SCc1cccnc1 | 1 | -6
Cc1nnc(Sc2nc3c(c(=O)[nH]c(=O)n3C)n2Cc2ccccc2)s1 | -21 | -10
O=C(OCC(=O)N1CCN(C(=O)c2ccco2)CC1)c1ccccc1OCc1ccc(Cl)cc1 | -11 | 5
Cc1cc(Nc2ccc(Cl)cc2)n2nnnc2n1 | -1 | nt
COc1nc(Nc2ccc(OC)c(Cl)c2)nc(OC)n1 | -38 | -14
C=CCN1C(=O)CN=C1Nc1cccc(C)c1 | 7 | -12
CCN(Cc1ccncc1)C(=O)c1cccc(S(=O)(=O)N2CCOCC2)c1 | -2 | nt
COc1ccc(N2CCC(CNS(=O)(=O)c3cccc(C(F)(F)F)c3)C2)cc1 (centres undefined) | -2 | 5
CC1=C2C(CCS2(=O)=O)CC2(C1)C(=O)OC(C)(C)OC2=O (centres undefined) | -2 | 9
C#Cc1ccc([C@H]2C=C(C(=O)OCC=C)O[C@@H](OCC)[C@@H]2CCCO)cc1 | nt | 5
CN=C1S/C(=C\c2ccc(Sc3ccc(Cl)cc3)o2)C(=O)N1C | nt | 18
O=C(CSc1nc(-c2ccccc2)cs1)Nc1nccs1 | 7 | 14
CCCCCCn1c(=O)c(-c2ccccc2)c(O)c2ccccc21 | nt | -3
Cc1nnc(SC(C)C(=O)Nc2ccc(S(=O)(=O)N3CCCCCC3)cc2)s1 (centres undefined) | 13 | 1
COc1ccc(Cc2nnc(SCC(=O)c3ccc(OC)cc3)o2)cc1 | -19 | 6
COc1ccc(CNC(=O)COc2ccc([N+](=O)[O-])cc2)cc1 | nt | 4
CCOC(=O)c1c(C)[nH]c(C=Nc2ccccc2)c1O | 6 | -10
CCC(=O)Nc1ccc(SC#N)cc1C | nt | -1
COCCN1C(=O)N[C@@H](c2cccc(F)c2)C(C(=O)OC)=C1C | nt | 2
C=CCN(C(=O)CCC(=O)O)C1CC(=O)N(c2ccc(OC)cc2)C1=O (centres undefined) | -12 | 9
Cc1ccc(OCCCC(=O)N2CCOCC2)cc1 | nt | -10
C#CCOCCOCCOCCNc1nc(N2CCN(C(=O)[C@H]([C@@H](C)CC)n3cc([C@@H](N)CC(C)C)nn3)CC2)nc(N2CCN(C(=O)[C@H](Cc3ccc(O)cc3)n3cc([C@@H](N)CC(C)C)nn3)CC2)n1 | nt | -13
Cc1cc(C)nc(SCC(=O)NCc2ccco2)n1 | 2 | 9
c1ccc2ncc(-n3cnnn3)cc2c1 | -16 | -15
CC1(C)CC(=O)C2=C(C1)N(Cc1ccccc1)C(=O)C2(NC(=O)C(C)(C)C)C(F)(F)F (centres undefined) | nt | 6
O=C(Nc1cccc(C(=O)N2CCCCCC2)c1)c1ccco1 | -2 | -14
Cc1nn(Cc2ccccc2Cl)c(C)c1C(=O)N1CCN(c2ccccc2)CC1 | -9 | -11
COc1cc2ccccc2cc1C(=O)Nc1ccc(S(=O)(=O)Nc2cc(C)on2)cc1 | -2 | -24
CN=c1sc(C(=O)Nc2cccc(Cl)c2)cc(=O)n1C | -13 | -7
CCOc1c(OC)cccc1C1CC(=O)Nc2cc(OC)c(OC)cc21 (centres undefined) | -19 | -5
CCc1ccc2c(c1)cc(CN(C(=S)Nc1ccccc1Cl)C1CC1)c1nnnn12 | nt | -10
O=C(CSc1nc2ccccc2c(=O)n1NC(=O)Cc1ccccc1)NCc1ccccc1Cl | nt | -6
COc1ccc(C(=O)Cn2c3ccccc3n3nc(CCC(=O)O)c(=O)nc23)cc1OC | nt | -3
COc1ccc(S(=O)(=O)N2CCN(C(=O)c3cccc(Cl)c3)CC2)cc1 | 3 | -3
CCCCSc1nnc(C)c(=O)[nH]1 | -2 | -16
O=C(Oc1ccc(Cl)cc1N1C(=O)CCC1=O)c1ccco1 | 2 | 3
CCn1c(=O)cc(OCC(=O)NC2CCCCC2)c2ccccc21 | -12 | 6
COc1ccc(N=Cc2ccc[nH]2)cc1 | nt | -4
Cc1cc(C)n(-c2ccc(N3CCOCC3)nn2)n1 | -3 | -11
Cc1nnc(NC(=O)CSc2nnc(-c3ccoc3C)n2CC(C)C)s1 | 9 | 3
CCOC(=O)C[C@H]1c2ccc(C(F)(F)F)cc2S(=O)(=O)N1C1CCCC1 | nt | -11
Cc1ccnc(SCC(=O)N2CCN(C(c3ccccc3)c3ccccc3)CC2)n1 | nt | -14

Next results follow:
Structure | HIV RNase H inh | RmlC RmlD mix
CCC1=C(OC(=O)N(CC)CC)N2C(=O)OC(=NCC(=O)OC)[C@]2(Cc2ccccc2)[C@H]2C1=CC[C@H]1C(=O)N(CC(=O)OC)C(=O)[C@H]12 | nt | -11
CCOC(=O)c1ccc(Nc2cc(C)nc(-c3ccccc3O)n2)cc1 | 15 | 3
CC(=O)Nc1ccc(NC(=O)Cn2c(-c3ccc(F)cc3)cnc2SCC(=O)Nc2c(C)cccc2C)cc1 | nt | 2
CCCNS(=O)(=O)c1ccc(OC)c(Cl)c1Cl | nt | 8
COc1ccc(NC(=O)CCS(=O)(=O)c2ccc(OC)cc2)cc1 | -4 | -12
CC1CN(Cc2cc(=O)[nH]c(C3CC3)n2)CC(C)O1 (centres undefined) | nt | 6
CCC1=C2CC[C@H]3C(=O)NC(=O)[C@H]3[C@H]2[C@@]2(Cc3ccccc3)C(=NCC(=O)OC)OC(=O)N2C1=O | nt | -11
COc1ccc(NC(=O)C2(c3ccc(NC(=O)c4ccc(C)cc4)cc3)CCCC2)cc1 | nt | 7
CN(C)c1nc(-c2ccccc2)[n+](C)s1 | 10 | 8
Cc1nn(Cc2ccccc2)c(C)c1NC(=O)c1noc2c1CCc1ccccc1-2 | nt | -14
CCOc1ccc(C2Nc3cccc4cccc(c34)N2)cc1OC | nt | 10
Cc1ccc(S(=O)(=O)N(CCCN2CCCC2=O)Cc2cc3c(C)ccc(C)c3[nH]c2=O)cc1 | nt | 11
COC(=O)C(O)(CC(=O)Nc1cc(Cl)ccc1Cl)C(F)(F)F (centres undefined) | nt | 15
COc1ccc(-n2c(SCC(=O)NC3CCCCC3)nc3ccsc3c2=O)cc1 | nt | 6
Cc1ccccc1NC(=O)/C(C#N)=C\c1cccnc1 | nt | 9
CCOC(=O)c1cccc(NC(=O)CCc2nc(-c3ccc(C)cc3)no2)c1 | -5 | 8
Cc1cccc(NC(=O)CCN2CC(C)OC(C)C2)c1 (centres undefined) | -8 | -12
Oc1ccc(-c2nc3ccccn3c2NCc2ccco2)cc1 | nt | -26
CCc1nn2cc(-c3ccccc3)nc2s1 | -17 | -14
Cc1cc(C)n(-c2ccc(C(=O)OCC(=O)Nc3ccc(Cl)c(S(=O)(=O)N(C)C)c3)cc2)n1 | nt | 5
c1ccc2oc(NC3=NCN(CC4CCCO4)CN3)nc2c1 (centres undefined) | 8 | 7
CCOC(=O)c1cc(-c2ccc(F)cc2)n(CC(=O)N2CCCC2)c1C | -17 | -14
CCC(C(=O)OC)n1cnc2c(nnn2-c2ccc(OC)cc2)c1=O (centres undefined) | -6 | 2
Cc1ccc(C(=O)NCC(C)(C)N2CCOCC2)s1 | nt | 8
Cc1ccc(-n2c(C)c3c(C)nnc(C)c3c2C)cc1C | nt | -9
COc1ccc(CNC(=O)C(c2ccncc2)N(C(=O)Cc2cccs2)c2ccc(C)cc2)cc1 (centres undefined) | nt | -5
CCOC(=O)C1C(=O)C=C(/C=C/c2ccccc2)CC1c1ccc(Cl)cc1 (centres undefined) | nt | -11
CC(=O)Nc1ccc(NC(=O)C(F)(F)F)cc1 | nt | -4
O=C(NCc1cccs1)c1ccc2c(c1)OCCO2 | -10 | -14
COCCNC(=O)CN(Cc1ccc2c(c1)OCO2)C(=O)CCC(=O)Nc1nccs1 | -9 | -12
C=CCNC(=O)C1CC2Cn3c(nc4ccccc43)C2N1C (centres undefined) | nt | 4
Cc1cc(=O)[nH]c(SCC(=O)N2CCc3ccccc3C2)n1 | nt | -15
CCn1c(SCC(=O)Nc2cc(OC)c(OC)c(OC)c2)nnc1-c1cccs1 | -3 | -21
COC(=O)C1CCN(c2nc3ccccc3nc2C(C#N)C(=O)OCC(C)C)CC1 (centres undefined) | 3 | 2
Nc1ccc2cn[nH]c2c1 | 2 | 11
CCOC(=O)Cn1c(=O)c(-c2ccccc2N)nc2ccccc21 | -1 | 13
N#Cc1cnn(-c2nc(SCc3ccccc3)nc3sc4c(c23)CCCC4)c1N | -10 | -2
Cc1sc2ncnc(SCc3ccco3)c2c1C | -23 | 7
C1=Nc2c(NCc3ccccc3)ncnc2Oc2ccccc21 | -49 | 11
CCOc1ccc(-n2c(SCC(=O)NCc3ccco3)nc3c(c2=O)SCC3)cc1 | 2 | 5
Fc1ccc(-n2nnnc2-c2cnc(-c3cccs3)nc2C(F)(F)F)cc1 | nt | -13
CCC(NC(=O)NC1=NCCS1)(C(F)(F)F)C(F)(F)F | -15 | -3
Cc1cc(C(F)F)nn1CC(=O)NCc1ccc(Cl)cc1Cl | nt | 4
O=C(c1ccco1)N1CCN(S(=O)(=O)c2ccc(F)cc2)CC1 | -21 | -18
C=CCc1cccc(/C=N/c2ncccc2O)c1O | 2 | 5
c1cncc(-c2nc3cc4ccccc4cc3[nH]2)c1 | nt | 15
Cc1nn(C(C)CC(=O)O)c(C)c1Br (centres undefined) | nt | -12
CCOC(=O)c1cnc2nc(C(F)(F)F)[nH]n2c1=O | nt | 6
CCn1c(-c2cc(-c3cccc(OC)c3)nc3ccccc23)n[nH]c1=S | nt | 13
C=CCOc1cccc(C2/C(=C(/O)c3ccccc3)C(=O)C(=O)N2CCN2CCOCC2)c1 (centres undefined) | -9 | -10
Cc1ccccc1-c1nc2sc3c(c2c(=O)n1N)CCCC3 | nt | 9
COC(=O)C1C(=O)c2c([nH]c(C(=O)OCCSC)c2C)CC1C (centres undefined) | -16 | 7
CCOC(=O)Nc1ccc(NC(=O)c2c(OC)cccc2OC)cc1 | -7 | 2
CCSc1nnc(-c2ccc(S(=O)(=O)N3CCOCC3)cc2)n1CC1CCCO1 (centres undefined) | -5 | -10
CCOc1ccc(OCCN(C)Cc2ccccc2)cc1 | nt | -12
COc1ccc(/C=C/c2c([N+](=O)[O-])c(=O)n(C)c(=O)n2C)cc1OC | nt | 15
CCN(CC(=O)Nc1cccc(Br)c1)Cc1nc2ccccc2c(=O)[nH]1 | nt | -12
COc1nc(-c2ccccc2)ccc1-c1noc(-c2ccccc2F)n1 | 6 | -19
O=Cc1ccc(N2CCCC2)c(F)c1 | nt | 18

Among those listed so far, 15 contain two or more sulfur atoms.
Structure | HIV RNase H inh | RmlC RmlD mix
CN(CC(=O)Nc1nc2ccccc2s1)S(=O)(=O)c1ccc(Br)cc1 | nt | -5
O=C(CCSCCC(=O)NCc1cccs1)NCc1cccs1 | 5 | 12
CCn1c(SC(=O)NC2CCCCC2)nnc1-c1cccs1 | 0 | 40
O=C(c1ccc(S(=O)(=O)N2CCCCC2)cc1)N1CCN=C1SCc1cccnc1 | 1 | -6
Cc1nnc(Sc2nc3c(c(=O)[nH]c(=O)n3C)n2Cc2ccccc2)s1 | -21 | -10
CN=C1S/C(=C\c2ccc(Sc3ccc(Cl)cc3)o2)C(=O)N1C | nt | 18
O=C(CSc1nc(-c2ccccc2)cs1)Nc1nccs1 | 7 | 14
Cc1nnc(SC(C)C(=O)Nc2ccc(S(=O)(=O)N3CCCCCC3)cc2)s1 (centres undefined) | 13 | 1
Cc1nnc(NC(=O)CSc2nnc(-c3ccoc3C)n2CC(C)C)s1 | 9 | 3
COc1ccc(-n2c(SCC(=O)NC3CCCCC3)nc3ccsc3c2=O)cc1 | nt | 6
CCn1c(SCC(=O)Nc2cc(OC)c(OC)c(OC)c2)nnc1-c1cccs1 | -3 | -21
N#Cc1cnn(-c2nc(SCc3ccccc3)nc3sc4c(c23)CCCC4)c1N | -10 | -2
Cc1sc2ncnc(SCc3ccco3)c2c1C | -23 | 7
CCOc1ccc(-n2c(SCC(=O)NCc3ccco3)nc3c(c2=O)SCC3)cc1 | 2 | 5
CCSc1nnc(-c2ccc(S(=O)(=O)N3CCOCC3)cc2)n1CC1CCCO1 (centres undefined) | -5 | -10

Source: PubChem BioAssay (several laboratories)

The list is partial; the hit share may differ from the screen's.
